KCNQ2 inh: KCNQ2 potassium channel inhibitors, primary screen, cell-based, CHO-K1, FluxOR thallium flux, B-score (AID 2156); Potassium voltage-gated channel subfamily KQT member 2 (Rattus norvegicus), O88943; 20 min; hits give low values; B-score at 10 µM; 1.1% of 310,000 active;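 active means fluorescence ratio B-score at most minus 3 library SDs, with starting brightness B-score within 2 library SDs, cut at about -5.5 in these data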
STK33 kinase inh: inhibitors of purified STK33 kinase, primary screen, biochemical, ADP-Glo luminescence, homogeneous, cell-free; MBP phosphorylation; 0.073% of 320,000 active; inhibition, % at 10 µM; Serine/threonine-protein kinase 33 (Homo sapiens), Q9BYT3;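 active means inhibition at or above 25%, using the most active replicate where run in duplicate; inactive means inhibition below 25%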
OX1R FRET antag: antagonists of human orexin 1 receptor (OX1R) | 1.8% of 330,000 active | OX1R-expressing cells, FRET antagonist read-out | Orexin/Hypocretin receptor type 1 (Homo sapiens), O43613 | AID 485270, 2010 | inhibition, % at 6.6 µM; in the data active means inhibition mostly above about 38%, no sharp cut-off; inactive means mostly below about 40%;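 further: 0% = agonist challenge alone and 100% = reference antagonist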
Target sequence (O43613 whole entry, looked up): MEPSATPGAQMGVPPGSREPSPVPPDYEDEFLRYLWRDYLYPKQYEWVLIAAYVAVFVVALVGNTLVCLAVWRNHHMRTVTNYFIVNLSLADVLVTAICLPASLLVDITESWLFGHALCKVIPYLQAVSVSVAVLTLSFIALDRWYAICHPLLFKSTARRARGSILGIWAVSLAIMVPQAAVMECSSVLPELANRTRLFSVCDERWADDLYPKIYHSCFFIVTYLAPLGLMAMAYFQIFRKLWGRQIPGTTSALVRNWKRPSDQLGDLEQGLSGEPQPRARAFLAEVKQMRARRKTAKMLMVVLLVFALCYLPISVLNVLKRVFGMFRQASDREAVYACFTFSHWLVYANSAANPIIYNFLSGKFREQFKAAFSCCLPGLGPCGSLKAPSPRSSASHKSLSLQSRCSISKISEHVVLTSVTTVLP
The depositor's hits bear a star.

Sample of the layout:
Screening CC(=O)OC[C@H]1O[C@@H](Oc2cc(O)cc3oc(-c4ccc(O)cc4)cc(=O)c23)[C@H](O[C@@H]2O[C@@H](C)[C@H](O)[C@@H](O)[C@H]2O)[C@@H](O)[C@@H]1O returned STK33 kinase inh 5.9 and OX1R FRET antag 6.
`CN(C)S(=O)(=O)c1ccc2nc(NC(=O)c3cccnc3)sc2c1` gave KCNQ2 inh inactive, STK33 kinase inh -0.3 and OX1R FRET antag 4.
`O=C(COc1ccc(S(=O)(=O)N2CCOCC2)cc1)Nc1cccc([N+](=O)[O-])c1` gave KCNQ2 inh inactive, STK33 kinase inh -2.7 and OX1R FRET antag 18.
`CON(C)S(=O)(=O)NC(=O)C1=C(N2CCCC2)COC1=O` gave STK33 kinase inh 0.2 and OX1R FRET antag -2.
Screening CCc1ccc(-c2nc(CS(=O)CC(=O)NCCCN3CCOCC3)c(C)o2)cc1 (stereo not drawn) returned KCNQ2 inh inactive, STK33 kinase inh 3.0 and OX1R FRET antag 10.
Screening CCOc1ccc(S(=O)(=O)Nc2cccc(C(=O)NCC(C)(C)N3CCOCC3)c2)cc1 returned KCNQ2 inh inactive, STK33 kinase inh -2.0 and OX1R FRET antag 1.
Screening CCn1c(=O)cc(OCC(=O)N2CCN(C(=O)c3ccco3)CC2)c2ccccc21 returned KCNQ2 inh inactive, STK33 kinase inh -0.7 and OX1R FRET antag 12.

The whole of this part, previewed entries included:
Screening CC(=O)OC[C@H]1O[C@@H](Oc2cc(O)cc3oc(-c4ccc(O)cc4)cc(=O)c23)[C@H](O[C@@H]2O[C@@H](C)[C@H](O)[C@@H](O)[C@H]2O)[C@@H](O)[C@@H]1O returned STK33 kinase inh 5.9 and OX1R FRET antag 6.
`CN(C)S(=O)(=O)c1ccc2nc(NC(=O)c3cccnc3)sc2c1` gave KCNQ2 inh inactive, STK33 kinase inh -0.3 and OX1R FRET antag 4.
`O=C(COc1ccc(S(=O)(=O)N2CCOCC2)cc1)Nc1cccc([N+](=O)[O-])c1` gave KCNQ2 inh inactive, STK33 kinase inh -2.7 and OX1R FRET antag 18.
`CON(C)S(=O)(=O)NC(=O)C1=C(N2CCCC2)COC1=O` gave STK33 kinase inh 0.2 and OX1R FRET antag -2.
Screening CCc1ccc(-c2nc(CS(=O)CC(=O)NCCCN3CCOCC3)c(C)o2)cc1 (stereo not drawn) returned KCNQ2 inh inactive, STK33 kinase inh 3.0 and OX1R FRET antag 10.
Screening CCOc1ccc(S(=O)(=O)Nc2cccc(C(=O)NCC(C)(C)N3CCOCC3)c2)cc1 returned KCNQ2 inh inactive, STK33 kinase inh -2.0 and OX1R FRET antag 1.
Screening CCn1c(=O)cc(OCC(=O)N2CCN(C(=O)c3ccco3)CC2)c2ccccc21 returned KCNQ2 inh inactive, STK33 kinase inh -0.7 and OX1R FRET antag 12.
Screening CN(C)CCCNC(=O)/C(=C/c1ccc(-c2ccc([N+](=O)[O-])cc2)o1)NC(=O)c1ccccc1 returned KCNQ2 inh inactive, STK33 kinase inh -1.7 and OX1R FRET antag 22.
`COc1ccc(/C(N)=N/OC(=O)c2cccs2)cc1OC` gave KCNQ2 inh inactive, STK33 kinase inh -0.7 and OX1R FRET antag 17.
For Nn1c(=O)[nH]c2c([nH]c3ccccc32)c1=O the results were KCNQ2 inh inactive, STK33 kinase inh -1.4 and OX1R FRET antag 26.
O=S(=O)(/N=C(/Nc1ccc(F)c(F)c1F)c1ccccc1)c1ccccc1 was read as KCNQ2 inh inactive, STK33 kinase inh -1.2 and OX1R FRET antag 14.
For C=CCn1c(CCC(=O)O)ccc1-c1ccccc1 the results were KCNQ2 inh inactive, STK33 kinase inh -1.7 and OX1R FRET antag 9.
For O=C(CN1C(=O)c2cccc3cccc1c23)NCc1ccncc1 the results were KCNQ2 inh inactive, STK33 kinase inh 1.2 and OX1R FRET antag 42.
Screening CC(=O)Nc1cccc(NC(=O)CSc2ccc(-c3ccccn3)nn2)c1 returned KCNQ2 inh inactive, STK33 kinase inh -1.2 and OX1R FRET antag 19.
`O=C(CSc1nnc2ccccn12)Nc1ccccc1C(=O)NC1CC1` gave KCNQ2 inh inactive, STK33 kinase inh 0.1 and OX1R FRET antag 15.
`COCCn1c(C)cc(C2=NNC(=Nc3ccccc3)SC2)c1C` gave KCNQ2 inh inactive, STK33 kinase inh 0.3 and OX1R FRET antag 6.
`O=C(NNc1c(Cl)cccc1Cl)C1CCC1` gave KCNQ2 inh inactive, STK33 kinase inh 0.3 and OX1R FRET antag 6.
O=C(NNC(=S)Nc1cccc(Cl)c1)c1ccccc1OC(F)F was read as KCNQ2 inh inactive, STK33 kinase inh 0.7 and OX1R FRET antag 13.
`Cn1cc(CN2CCCC(CO)(Cc3ccccc3)C2)cn1` (stereo not drawn) gave KCNQ2 inh inactive, STK33 kinase inh -1.0 and OX1R FRET antag 8.
COc1ccc(C(=O)N[C@H](C(=O)N2CCN(c3ccccc3F)CC2)C(C)C)cc1 was read as KCNQ2 inh inactive, STK33 kinase inh -0.9 and OX1R FRET antag 17.
`O=C(Nc1nccs1)c1ccc(CSc2ccccc2)o1` gave KCNQ2 inh inactive, STK33 kinase inh -1.3 and OX1R FRET antag 36.
For C[C@H](CO)N1C[C@H](C)[C@@H](CN(C)C(=O)Nc2ccccc2)Oc2ccc(NC(=O)Nc3ccc4c(c3)OCO4)cc2C1=O the results were STK33 kinase inh -1.0 and OX1R FRET antag 11.
For CC(C)c1ccc2oc(-c3cc(N)ccc3O)nc2c1 the results were KCNQ2 inh inactive, STK33 kinase inh 0.5 and OX1R FRET antag 10.
CC(=O)N/N=c1\sc2ccccc2n1C was read as KCNQ2 inh inactive, STK33 kinase inh 0.1 and OX1R FRET antag -1.
For Cc1ncc(CN2CCC(CO)(Cc3ccccc3)CC2)s1 the results were KCNQ2 inh inactive, STK33 kinase inh -1.2 and OX1R FRET antag 3.
Screening COc1ccc(/C=C(\C#N)C(=O)NCC2CCCO2)cc1OC (stereo not drawn) returned KCNQ2 inh inactive, STK33 kinase inh 0.6 and OX1R FRET antag 57.
For Cc1ccnc(SCc2nc3ccccc3s2)n1 the results were KCNQ2 inh inactive, STK33 kinase inh 0.0 and OX1R FRET antag 6.
O=C(/C=C(\O)c1ccc(Cl)cc1)C(=O)NNC(=O)C(O)(c1ccccc1)c1ccccc1 was read as STK33 kinase inh -0.2 and OX1R FRET antag 15.
Screening O=C(CN1CCOCC1)Nc1ncc(Cc2cccc3ccccc23)s1 returned KCNQ2 inh inactive, STK33 kinase inh -0.6 and OX1R FRET antag 1.
CCOC(=O)c1c(-c2ccccc2)nc2ccc(C)cn12 was read as KCNQ2 inh inactive, STK33 kinase inh 0.3 and OX1R FRET antag 14.
For O=C(NCc1nc2ccccc2[nH]1)c1ccccc1F the results were KCNQ2 inh inactive, STK33 kinase inh -1.6 and OX1R FRET antag 28.
O=C(CNC(=O)c1ccc(S(=O)(=O)N2CCCC2)cc1)N/N=C/c1ccc(F)cc1 was read as KCNQ2 inh inactive, STK33 kinase inh -1.2 and OX1R FRET antag 30.
For O=C1CCC(C(=O)N2CCc3c(Cl)cccc3C2)CN1CCCN1CCOCC1 (stereo not drawn) the results were KCNQ2 inh inactive and STK33 kinase inh -0.3.
O=C(O)c1ccc(C(=O)Nc2ccc(F)cc2)cc1 was read as STK33 kinase inh 0.4 and OX1R FRET antag 13.
Screening O=C(O)c1cc(-c2ccccc2)on1 returned KCNQ2 inh inactive, STK33 kinase inh -0.3 and OX1R FRET antag 7.
Screening CCc1nnc(NC(=O)C(CC)CC)s1 returned KCNQ2 inh inactive, STK33 kinase inh -0.1 and OX1R FRET antag 7.
For CCN1CCN(CCCNC(=O)C(=O)c2c(C)[nH]c3ccccc23)CC1 the results were KCNQ2 inh inactive, STK33 kinase inh -3.7 and OX1R FRET antag 23.
`Cc1nn(CC(=O)Nc2ccc(C(C)C)cc2)c(C)c1[N+](=O)[O-]` gave KCNQ2 inh inactive, STK33 kinase inh -1.8 and OX1R FRET antag 19.
For Cc1cc(C(=O)N/N=C/c2ccc(OCc3ccccc3)cc2)c(C)o1 the results were KCNQ2 inh inactive, STK33 kinase inh -1.1 and OX1R FRET antag 7.
`O=C1/C(=C\c2ccccc2)CCc2c1[nH]c1ccccc21` gave KCNQ2 inh inactive, STK33 kinase inh -0.9 and OX1R FRET antag 14.
`Cc1ccc(C(=O)NC(=S)Nc2cccc3c(C)cc(C)nc23)cc1` gave KCNQ2 inh inactive, STK33 kinase inh -0.3 and OX1R FRET antag 14.
Screening Fc1ccc(-n2c(-c3ccc4ccccc4n3)n[nH]c2=S)cc1Cl returned KCNQ2 inh inactive, STK33 kinase inh -0.2 and OX1R FRET antag 21.
Screening CCOc1cc(N2CCOCC2)c(OCC)cc1NC(=O)COC(=O)c1ccc(Cl)cc1N returned STK33 kinase inh -0.8 and OX1R FRET antag 7.
`COc1ccc(CCNC(=O)CNS(=O)(=O)c2ccc(Cl)cc2)cc1` gave KCNQ2 inh inactive, STK33 kinase inh 0.2 and OX1R FRET antag 10.
`C=CCSc1ncc(CO)n1Cc1ccccc1` gave KCNQ2 inh inactive, STK33 kinase inh -0.3 and OX1R FRET antag 34.
For CCn1nnc(NC(=O)COc2cc(C)ccc2C(C)C)n1 the results were KCNQ2 inh inactive, STK33 kinase inh 0.0 and OX1R FRET antag 8.
C/C(=N/OC(=O)c1c(-c2c(F)cccc2Cl)noc1C)c1cnccn1 was read as KCNQ2 inh inactive, STK33 kinase inh -1.4 and OX1R FRET antag 9.
For CN(c1ccccc1C(=O)N1CCN(Cc2ccc3c(c2)OCO3)CC1)S(C)(=O)=O the results were KCNQ2 inh inactive, STK33 kinase inh -0.3 and OX1R FRET antag 18.
For CCCCSc1nc2c(c(=O)[nH]c(=O)n2C)n1CCc1ccccc1 the results were KCNQ2 inh inactive, STK33 kinase inh 1.0 and OX1R FRET antag -6.
For Cc1ccc(NC(=O)CN2CCN(C)CC2)cc1S(=O)(=O)N1CCOCC1 the results were KCNQ2 inh inactive, STK33 kinase inh -0.9 and OX1R FRET antag 17.
For O=C(CSc1nnc(COc2ccc(Cl)cc2)n1Cc1ccco1)c1ccccc1F the results were KCNQ2 inh inactive, STK33 kinase inh 1.4 and OX1R FRET antag 5.
For COc1cccc(-n2nnc3c(=O)n(C/C=C/c4ccccc4)cnc32)c1 the results were KCNQ2 inh inactive, STK33 kinase inh -1.2 and OX1R FRET antag -10.
Cc1ccc2c(c1)[C@H]1[C@H](CO2)[C@H](c2ccccc2)[C@]2(C)C(=O)Nc3cc(F)ccc3C(=O)N12 was read as STK33 kinase inh 0.2 and OX1R FRET antag 16.
For COc1ccc(NC(=O)CCNC(=O)c2ccccc2)cc1S(N)(=O)=O the results were KCNQ2 inh inactive, STK33 kinase inh 0.1 and OX1R FRET antag 19.
For Cc1ccccc1N1CC(O)(c2ccccc2)[N+]2=C1SCC2 (stereo not drawn) the results were KCNQ2 inh inactive, STK33 kinase inh -1.1 and OX1R FRET antag 20.
`CN(c1ccccc1)S(=O)(=O)c1cccc(NC(=O)Cn2cnc3ccccc3c2=O)c1` gave KCNQ2 inh inactive and OX1R FRET antag 34.
